Source: PubChem BioAssay
esBAF inh – SWI/SNF esBAF complex inhibition; mouse ES cells, Bmi1-luciferase knock-in reporter, 24 h; 100% = twice the neutral-well signal; reporter increase, % at 12.5 µM; 350,000 compounds, 2% hits; AID 602393; in the data active = activation above about 40%;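 also: 0% = median of the plate's neutral control wells and 100% = double that signal; a rise in the Bmi1 reporter signal indicates esBAF inhibition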
C2C12 statin – suppression of simvastatin myotoxicity. 330,000 compounds, 0.78% hits. AID 602340. rescue of ATP level, % at 7.49 µM. C2C12 myotubes + simvastatin, ATP luminescence, 48 h; scaled: DMSO 0, geranylgeraniol control 100;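 active = mean ATP rescue above about 67%, or every replicate alone reaching that limit, limit read from the data, passing the limit was not always enough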;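 also: myotubes were challenged with 10 µM simvastatin during compound exposure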
* = called active by the depositor. An excerpt, so the mix of outcomes need not match the whole.

entry	smiles	esBAF inh	C2C12 statin
1	COCCn1nnnc1C(C(C)C)N(Cc1cccnc1)Cc1ccccc1Cl (centres undefined)	-4.6	-1.8
2	CCCCOC(=O)Cn1c(=O)n(CC(=O)OCCCC)c2cc(C)ccc21	-3.9	-0.9
3	Cc1cc(OCC(=O)N2CCC(O)CC2)c2c(C)cc(=O)oc2c1	-6.3	7.3
4	COC(=O)c1[nH]c2ccccc2c1NS(=O)(=O)c1ccc(OC)cc1OC	2.3	7.0
5	COc1ccc(-c2cc(C(F)(F)F)n3ncc(C(=O)O)c3n2)cc1OC	-1.6	0.2
6	O=C(Nc1ccn(Cc2c(F)c(F)c(F)c(F)c2F)n1)c1cccc(Cn2cc([N+](=O)[O-])cn2)c1	1.5	-1.1
7	CCCN(C(=O)Cn1ncc2c(=O)oc3ccccc3c21)c1cccc(C)c1	-6.3	-3.7
8	CCCC(=O)Nc1ccc(N2CCCCC2)cc1	36.8	-12.4
9	Cc1ccc(NCCc2ccc(C)nc2)cc1	2.3	0.5
10	CCOc1ccccc1C1NC(=O)NC(C)=C1C(=O)OCc1ccco1 (centres undefined)	-4.6	38.9
11	O=C(Nc1ccc(S(=O)(=O)N2CCCCC2)cc1)c1ccc(CN2CCOCC2)cc1	3.9	-21.7
12	O=C(COC(=O)c1ccccc1Oc1ccccc1)NC1CCS(=O)(=O)C1 (centres undefined)	-5.3	-2.4
13	N#C/C(C(=O)N1CCOCC1)=C1/SC(Cc2ccccc2)C(=O)N1c1ccccc1 (centres undefined)	11.2	5.0
14	COC(=O)c1ccccc1NC(=O)N1CSC[C@H]1C(=O)OC	3.4	6.8
15	Cc1n[nH]c(C)c1S(=O)(=O)N1CCOCC1	-8.3	-12.6
16	CC(=O)c1c(C)[nH]c(C(=O)NCc2cccs2)c1C	11.9	-0.6
17	Cc1cccc(NC(=O)Cc2noc3ccccc23)c1	60.0*	5.0
18	C[C@@]12C(=O)Nc3ccc(Br)cc3C(=O)N1[C@H]1c3ccccc3OC[C@@H]1[C@@H]2c1ccccc1	-7.5	2.7
19	CCNc1nc(NC(C)C)nc(Nn2cnnc2)n1	-4.5	-16.6
20	COc1ccc(/C=C2\CCc3ccccc3C2=O)cc1Cn1nc(C)cc1C	-35.1	24.8

Some of the entries so far, with values under each structure.
Under each structure – esBAF inh | C2C12 statin
12	O=C(COC(=O)c1ccccc1Oc1ccccc1)NC1CCS(=O)(=O)C1 (centres undefined)
 : -5.3 | -2.4
13	N#C/C(C(=O)N1CCOCC1)=C1/SC(Cc2ccccc2)C(=O)N1c1ccccc1 (centres undefined)
 : 11.2 | 5.0
14	COC(=O)c1ccccc1NC(=O)N1CSC[C@H]1C(=O)OC
 : 3.4 | 6.8
15	Cc1n[nH]c(C)c1S(=O)(=O)N1CCOCC1
 : -8.3 | -12.6

Continuation:
entry	smiles	esBAF inh	C2C12 statin
21	COc1ccc(C2(C(=O)N3CCOCC3)CCCC2)cc1	-1.0	-17.7
22	Cc1c(NC(=O)c2cnn3c(C(F)(F)F)cc(-c4ccco4)nc23)c(=O)n(-c2ccccc2)n1C	5.4	-3.2
23	CC(=O)C1=C(O)CCC1=N	-3.7	1.5
24	CCOc1ccc(/C(O)=C2/C(=O)C(=O)N(CCOCCO)C2c2ccc(F)cc2)cc1 (centres undefined)	0.5	7.8
25	N#CCCN(CCC#N)c1nncs1	1.6	-6.5
26	Cc1ccc(C(C(=O)NC2CCCCC2)N2CCOCC2)cc1 (centres undefined)	21.1	-3.7
27	CC(C)Oc1nc(-c2ccccc2O)nc2ccccc12	-0.7	-2.2
28	CCOc1ccc(N/C=C/C(=O)c2ccc3ccccc3c2)c([N+](=O)[O-])c1	49.8*	-11.1
29	Brc1cccc(-c2nnc3n2CCCCC3)c1	-4.5	12.7
30	COc1ccc(CCNC(=O)c2c(O)c3c([nH]c2=O)CCCC3)cc1OC	1.4	-7.2
31	CCOC(=O)c1cc2c(=O)[nH]ccc2nc1C	4.6	-7.5
32	O=c1[nH]c(CSc2nnc(COc3ccccc3)n2-c2ccccc2)nc2ccccc12	11.8	-9.3
33	Cc1ccc(-c2n[nH]c(=S)n2Cc2ccccc2)cc1	-12.7	-1.0
34	Cn1c(CN2CCCC2)nc2cc(NS(=O)(=O)c3ccc(Cl)cc3)ccc21	-12.7	-6.5
35	CCOC(=O)c1[nH]c(C)c(CN(CCc2ccc(OC)c(OC)c2)C(=O)CCCC(=O)O)c1C	-3.5	-13.2
36	COc1ccc2nc3c(cc2c1)c(NC(=O)c1cccs1)nn3CC(C)C	21.9	55.1
37	Cc1ccc(SCc2c(C#N)c3ccccc3n2C)cc1	6.1	-4.9
38	O=P(O)(CCc1ccccn1)CN1CCCCC1	0.3	4.8
39	OC(CNCc1cccs1)c1ccccc1 (centres undefined)	-3.4	12.3
40	O=C(NCCNCCO)c1c(O)c2cccc3c2n(c1=O)CCC3	2.3	4.2

Single records, as listed above:
`O=C(NCCNCCO)c1c(O)c2cccc3c2n(c1=O)CCC3` is listed as esBAF inh = 2.3; C2C12 statin = 4.2
`Cn1c(CN2CCCC2)nc2cc(NS(=O)(=O)c3ccc(Cl)cc3)ccc21` is listed as esBAF inh = -12.7; C2C12 statin = -6.5
`CC(C)Oc1nc(-c2ccccc2O)nc2ccccc12` is listed as esBAF inh = -0.7; C2C12 statin = -2.2

Additional entries follow.
entry	smiles	esBAF inh	C2C12 statin
41	CN(C)C=NC(=O)c1ccc([N+](=O)[O-])c(CS(=O)(=O)c2ccc(Cl)cc2)c1	11.0	10.6
42	FC(F)(F)c1nnc2ccc(N3CCCCCC3)nn12	-11.8	25.5
43	COc1ccc(Cl)cc1Nc1nc(C)cc(=O)[nH]1	2.0	-15.5
44	COC(=O)c1ccc(OCC2c3cc(OC)c(OC)cc3CCN2C(=O)C2CC2)cc1 (centres undefined)	3.6	-22.2
45	CCOC(=O)Cc1csc(NC(=O)CSc2nnnn2-c2ccc(CC)cc2)n1	-4.1	11.2
46	Cc1noc(C)c1S(=O)(=O)Nc1ccc(C(=O)O)cc1	-9.8	18.4
47	CCN1CCN(c2sc(S(C)(=O)=O)nc2S(=O)(=O)c2ccc(Cl)cc2)CC1	0.3	4.1
48	Cc1cc(N2CCN(C(=O)c3ccco3)CC2)n2ncc(-c3ccccc3)c2n1	49.8*	-16.4
49	COc1ccc(C(CNC(=O)COc2ccccc2OC)N(C)C)cc1OC (centres undefined)	2.5	-4.6
50	CCS(=O)(=O)N1CCCC(C(=O)NCCN2CCC(Cc3ccccc3)CC2)C1 (centres undefined)	-4.8	22.4
51	CCc1cccc2c(C(=O)COC(=O)c3nn(C)c(=O)c4ccccc34)c[nH]c12	-2.9	-5.8
52	CCCC(=O)N1CCC1(C)C(=O)NCc1ccc(C(C)C)cc1 (centres undefined)	0.7	-0.2
53	COc1ccc(NC(=O)CN(C)C(=O)c2cccc(S(=O)(=O)N3CCN(Cc4ccccc4)CC3)c2)cc1	-7.2	-7.4
54	COCC(COCCCNC(=O)Nc1ccc(Br)cc1)OC (centres undefined)	4.4	107.6*
55	O=C(COC(=O)CCc1ccc(S(=O)(=O)N2CCOCC2)cc1)Nc1ncc(C(F)(F)F)cc1Cl	-4.3	4.6
56	O=C(CSc1nc(O)cc(=O)[nH]1)C1CC1	-11.1	-10.7
57	O=C(NCCN1CCOCC1)c1cccs1	-10.2	-1.0
58	CC(C)n1c(=S)[nH]c2ccccc21	-11.9	-7.8
59	CCOC(=O)N1CCN(C(=O)COc2ccc(Br)cc2)CC1	10.2	-3.7
60	CCc1sc(NC(=O)COC)nc1-c1ccccc1	-11.7	12.2

(list continues)
entry	smiles	esBAF inh	C2C12 statin
61	COc1cc(NS(=O)(=O)c2cccc3nsnc23)c(C(=O)O)cc1OC	3.4	6.7
62	O=C(O)c1sc2cc(C(F)(F)F)cnc2c1-c1ccccc1	2.9	20.9
63	COc1ccccc1-c1c(C)nn2c(N3CCC4(CC3)OCCO4)cc(C)nc12	5.3	85.3*
64	Cc1nn(Cc2ccc(F)cc2)c(C)c1NC(=O)c1cnn2cccnc12	-3.1	-7.8
65	CCOC(=O)c1c(NC(=O)CC(C)C)sc(C(C)=O)c1C	4.9	-1.8
66	CCOC(=O)C1CCN(Cc2ccc(OC)c(C)c2OC)CC1	-0.1	-8.6
67	COc1ccc(-c2cc(C(=O)OCC(=O)Nc3cc(C)on3)c3ccccc3n2)cc1OC	-2.6	8.9
68	Cc1ccc(/C(O)=C2\C(=O)C(=O)N(CC(C)O)C2c2ccc(N(C)C)cc2)cc1 (centres undefined)	-9.6	3.2
69	CCc1c(C)sc(NC(=O)c2cccs2)c1C(N)=O	57.1*	-13.9
70	COc1ccc(-n2nnc3c(SCc4ccccc4)ncnc32)cc1	8.6	-7.1
71	Cc1ccc(S(=O)(=O)c2nc(-c3ccccc3)oc2NCCN2CCOCC2)cc1	-6.3	-1.9
72	COc1cc(OC)c2c(-c3cccc(-c4ccc(C(C)=O)cc4)c3)cc(=O)oc2c1	-5.4	-42.1
73	Cc1ccc(C(=O)CCC2CCCC2=O)cc1 (centres undefined)	57.1*	20.6
74	Cc1cccc(CS(=O)(=O)c2nnc([C@H](Cc3ccccc3)NC(=O)OC(C)(C)C)o2)c1	-2.5	-121.5
75	O=C(NCc1ccco1)c1ccc2c(=O)n(-c3ccccc3)c(=S)[nH]c2c1	-7.0	-0.3
76	CSc1nc2ccc(NC(=O)C3CC(=O)N(Cc4ccco4)C3)cc2s1 (centres undefined)	10.7	18.6
77	COC(=O)Nc1ccc(S(=O)(=O)Nc2cccc3ccccc23)cc1	-11.7	6.6
78	CCOCCCNC(=O)C(NC(=O)c1ccccc1O)c1ccc(Cl)cc1 (centres undefined)	-3.3	3.2
79	Cc1cc(C)cc(N(CC(=O)NCc2ccc3c(c2)OCO3)C(=O)CCC(=O)Nc2ccccn2)c1	10.9	19.5
80	CC1=Nc2ccccc2N=C(NC(=O)CSc2nnnn2-c2ccccc2)C1c1ccccc1 (centres undefined)	18.7	-19.8

Later entries:
entry	smiles	esBAF inh	C2C12 statin
81	O=C(OCC(=O)N1CCN(C(=O)c2ccco2)CC1)c1cn(-c2ccccc2)nc1-c1ccccc1	-0.6	-7.0
82	O=C(Nc1ccc(Cl)cc1)C1=Cc2ccccc2OC1	4.0	-14.8
83	CC(C)C(=O)N1CCN(c2ccccc2NC(=O)c2cccc(Cl)c2)CC1	3.6	5.1
84	C#CCOCCOCCOCCNc1nc(N2CCN(C(=O)[C@H](CCCCN)n3cc([C@@H](N)CC(C)C)nn3)CC2)nc(N2CCN(C(=O)[C@H](CCCCN)n3cc([C@@H](N)CC(C)C)nn3)CC2)n1	-6.7	-11.3
85	O=C(Nc1cccnc1N1CCOCC1)c1cc2ccccc2oc1=O	17.4	-3.9
86	CCCCn1nc(C(=O)NNC(=O)c2ccncc2)c2ccccc2c1=O	2.9	4.1
87	O=C(COc1ccc(Cl)cc1Cl)N/N=C/CCc1ccccc1	0.7	20.8
88	Cc1ccccc1-n1c(=O)cc(NCc2ccc3c(c2)OCO3)[nH]c1=O	-4.1	14.4
89	Cc1cccc(N2C(=O)CC(N3CCN(Cc4ccc5c(c4)OCO5)CC3)C2=O)c1 (centres undefined)	-5.1	-16.0
90	O=S(=O)(NCc1cn2ccsc2n1)c1ccc2c(c1)OCCO2	11.5	4.7
91	CCCCN(C(=O)c1cc(OC)c(OC)c(OC)c1)C1=CC2CCC(C1)N2C (centres undefined)	2.2	-1.9
92	COc1ccc(N2CCN(S(=O)(=O)c3ccc(C(=O)NCc4ccco4)cc3)CC2)cc1	-2.2	-27.7
93	O=C(N/N=C/c1ccco1)C1CCCC1	-5.1	5.3
94	CCc1ccc2c(c1)c(N=NC1=NC(=O)CS1)c(O)n2C	0.7	2.1
95	COc1ccc(OC)c(S(=O)(=O)N(C)CC(=O)N2CCN(c3ccc(F)cc3)CC2)c1	-4.3	-0.4
96	Cc1cc(C)c2c(n1)sc1c(N3CCN(CCO)CC3)ncnc12	1.9	-55.6
97	CC(C)CC(=O)Nc1ccccc1N1CCN(C(=O)c2ccccc2)CC1	-9.5	21.8
98	CC(C)Cn1c(NCCN(C)C)nc2c1c(=O)[nH]c(=O)n2C	-2.0	13.6
99	CC(=O)Nc1ccc(NC(=O)CC2Nc3cccc4cccc(c34)NC2=O)cc1 (centres undefined)	-4.0	11.5
100	O=C(NC1(C(F)(F)F)N=C2SCCN2C1=O)C1CCCCC1 (centres undefined)	-2.1	12.6

(cont.)
entry	smiles	esBAF inh	C2C12 statin
101	CCc1nn(-c2ccccc2)c2c1-c1cc(OC)c(OC)cc1C1(N2)C(=O)Nc2ccccc21 (centres undefined)	-22.3	-40.3
102	CCC(=O)NC1=C(NC(C)c2ccccc2)C(=O)c2ccccc2C1=O (centres undefined)	-7.8	11.9
103	COC(=O)c1sccc1NC(=O)c1cc(-c2ccc(C)cc2C)nc2ccccc12	-7.1	1.0
104	Cc1cc2cc(C(c3nnnn3C(C)(C)C)N(Cc3ccco3)CC3CCCO3)c(=O)[nH]c2cc1C (centres undefined)	3.5	-2.2
